Xi reactivation – reactivates the inactive X chromosome in mouse fibroblasts | activation, % at 7.58 µM | XiGFP mouse fibroblasts, % GFP-positive cells imaging, 3 d; cells co-treated with 5-aza-dC sensitizer; scaled so ellipticine positive control = 100% | 360,000 tested, 0.055% active;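 active = mean normalized replicate activation at least 10% and every replicate at or above 10%; inconclusive = only one of the two criteria met; inactive = mean below 10% and not all replicates reach 10%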;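 note: 0% = median of on-plate neutral control wells and 100% = ellipticine 6 µM median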
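Assay system: SV40-immortalized XiGFP fibroblast cells, line 68-5-11; buffer or medium: DMEM plus 5-aza-dC sensitizer; compound: one concentration, pinned; timing: compounds 3 days, fix/stain 15 min at room temperature; benchmarks: positive control ellipticine, 6 µM final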
GSIS activator – primary screen for activators of insulin secretion dependent on glucose, INS-1E cells, GLuc reporter luminescence. INS-1E GLuc reporter insulin secretion, 2-3 h. activation, % at 16.6 µM. 370,000 tested, 0.61% active. AID 743287;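 active = lowest replicate activation of at least 40%, so every replicate reaches that level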;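 note: 0% = median of neutral control wells and 100% = median of IBMX positive control wells; some compounds called inactive have numbers as strong as hits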
ARNT-TACC3 inh – ARNT/TACC3 interaction disruption. AlphaScreen His-ARNT PAS-B/GST-TACC3 binding, luminescence; TACC3 fragment carries E629A point mutation. inhibition, % at 9.99 µM. 390,000 tested, 0.66% active. AID 623870;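 active = mean inhibition of replicates at least 50% and at least half of replicates each reaching 50%; inconclusive = half or more replicates reach 50% but mean below 50%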;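 note: 0% = complete ARNT plus TACC3 wells and 100% = ARNT alone without TACC3; many hits fall short of the cut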
esBAF inh – blocks esBAF chromatin remodeling in mouse ES cells. Bmi1-luciferase knock-in reporter, 24 h; 100% = twice the neutral-well signal. reporter increase, % at 12.5 µM. 350,000 tested, 2% active. AID 602393; in the data active = activation above about 40%; inconclusive = no clear call, values can overlap the other calls;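 note: 0% = median of the plate's neutral control wells and 100% = double that signal; a rise in the Bmi1 reporter signal indicates esBAF inhibition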
RAD52 anneal inh – inhibitors of human RAD52 DNA annealing | 360,000 tested, 0.46% active | recombinant RAD52 DNA annealing, FRET fluorescence | inhibition, % at 18.7 µM;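 active = every replicate showing at least 50% inhibition; inconclusive = mean inhibition at least 50% but not in every replicate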
CFTR F508del cor – correctors of CFTR F508del function in bronchial epithelial cells. CFBE cells, YFP halide quenching; stimulated with forskolin plus potentiator P3; % fluorescence drop versus neutral controls. activity (quench increase), % at 7.58 µM. 350,000 tested, 0.36% active;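 active = mean added fluorescence quench of at least 8% versus neutral control, with both replicates also reaching 8%; inconclusive = only one of the mean or replicate conditions met; inactive = mean below 8% and not both replicates reaching 8%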;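 note: cells transiently co-express mutant CFTR-F508del with the halide-sensitive YFP; corrector assay measuring rescue of mutant channel to the surface after 24 h compound exposure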
ERAP1 HTS inh – ERAP1 (human) enzyme inhibition; Q9NZ08; recombinant ERAP1, Leu-AMC fluorescence, 60 min; inhibition, % at 10.7 µM; 340,000 tested, 0.15% active; AID 652197;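 active = mean replicate inhibition of at least 30%, or all replicates individually reaching that 30% level; inactive = mean below 30% and not every replicate reaching it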;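 note: 0% = neutral control wells and 100% = L-leucinethiol positive control wells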
Target sequence (Q9NZ08 whole entry, looked up): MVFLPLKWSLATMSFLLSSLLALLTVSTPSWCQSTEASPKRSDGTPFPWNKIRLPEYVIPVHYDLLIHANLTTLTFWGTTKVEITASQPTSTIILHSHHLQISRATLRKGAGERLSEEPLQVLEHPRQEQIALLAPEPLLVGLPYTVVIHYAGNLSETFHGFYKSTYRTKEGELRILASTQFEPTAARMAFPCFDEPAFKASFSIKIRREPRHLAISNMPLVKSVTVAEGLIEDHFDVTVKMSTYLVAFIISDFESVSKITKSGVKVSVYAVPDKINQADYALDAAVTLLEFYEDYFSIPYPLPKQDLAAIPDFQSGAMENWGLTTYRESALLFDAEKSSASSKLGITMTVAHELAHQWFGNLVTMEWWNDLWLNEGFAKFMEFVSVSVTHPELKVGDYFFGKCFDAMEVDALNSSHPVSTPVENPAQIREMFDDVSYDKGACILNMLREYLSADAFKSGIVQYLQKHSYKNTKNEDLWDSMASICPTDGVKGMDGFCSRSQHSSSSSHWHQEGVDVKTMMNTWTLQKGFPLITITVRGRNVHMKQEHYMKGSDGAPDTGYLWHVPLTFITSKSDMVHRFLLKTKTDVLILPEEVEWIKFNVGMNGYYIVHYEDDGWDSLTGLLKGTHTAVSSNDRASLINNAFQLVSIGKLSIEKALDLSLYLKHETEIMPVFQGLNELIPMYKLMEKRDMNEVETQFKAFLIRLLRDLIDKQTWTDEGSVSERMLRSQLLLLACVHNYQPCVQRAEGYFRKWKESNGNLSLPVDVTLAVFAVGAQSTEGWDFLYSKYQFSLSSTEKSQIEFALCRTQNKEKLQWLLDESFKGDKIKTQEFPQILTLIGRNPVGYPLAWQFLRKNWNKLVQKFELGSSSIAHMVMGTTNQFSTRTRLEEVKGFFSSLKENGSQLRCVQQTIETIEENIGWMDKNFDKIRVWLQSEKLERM
RAD54 inh – blocks human RAD54 Holliday junction branch migration; Q92698; FAM/BHQ fluorescence; inhibition, % at 10.4 µM; 360,000 tested, 0.14% active; AID 602329;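 active = mean normalized replicate activity at least 40 and at least half of replicates scoring 40 or more; inconclusive = only one of the two criteria met; inactive = mean below 40 and under half of replicates reaching 40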;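 note: 0% = median of neutral control wells and 100% = median of positive control wells; inhibitors cause a drop in the FAM fluorescence signal; in these data hits start at about 50%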
* marks the source's active call; other numbers are inactive results; ? = inconclusive; · = not tested or not shown.

SMILES	Xi reactivation	GSIS activator	ARNT-TACC3 inh	esBAF inh	RAD52 anneal inh	CFTR F508del cor	ERAP1 HTS inh	RAD54 inh
C[C@@H]1CN([C@H](C)CO)C(=O)c2cc(-c3ccccc3)cnc2O[C@H]1CN(C)C(=O)Cc1ccccn1	-1.3	6	-1	0	-9	-0.1	-1	-3
O=C(Cc1cccs1)N/N=C/C=C\c1ccco1	0.0	0	·	·	-60	-4.5	5	·
O=C(O)CC(CC(=O)Nc1ccc(-c2ccccc2)cc1)c1ccccc1 (centres undefined)	0.0	-7	5	5	-5	4.4	-1	-4
CCOc1ccccc1NC(=O)C1CCC(=O)N1S(=O)(=O)c1ccc(C)cc1 (centres undefined)	0.0	9	2	-3	-7	0.0	-8	-1
Cc1ccc(NC(=O)C2CCN(S(=O)(=O)c3c(C)noc3C)CC2)cc1C	0.0	18	-5	·	7	4.9	0	·
Cc1cc2n(n1)C(c1ccccc1)Nc1ccccc1-2 (centres undefined)	·	26	1	-6	-5	·	-2	0
C[C@H](CO)N1C[C@H](C)[C@@H](CN(C)S(=O)(=O)c2cn(C)cn2)Oc2ccc(NS(=O)(=O)c3cccs3)cc2C1=O	-0.5	31	·	·	-10	0.2	-3	·
Cc1cc(C)cc(NC(=S)N2CCC(C(=O)c3ccc(F)cc3)CC2)c1	0.0	-2	2	-1	-11	1.7	-1	6
C[C@H]1CN([C@@H](C)CO)C(=O)c2ccccc2-c2ccccc2CO[C@H]1CN(C)C(=O)c1ccc(F)cc1	-0.4	-7	-10	-4	6	-3.9	2	-13
O=C(NCCCn1ccnc1)C(=O)NCC1OCCN1S(=O)(=O)c1ccc2c(c1)OCCO2 (centres undefined)	0.0	-12	64*	·	-18	1.5	-2	·
C=CCN1C(=O)CSc2ccc(C(=O)NCc3cccs3)cc21	0.1	0	-11	1	-2	-1.3	-2	-1
Cc1cccc(NC(=O)CNC(=O)c2sc3ccccc3c2Cl)n1	-0.1	-3	-4	23	-9	-5.4	-3	-3
COc1ccc(NC(=O)c2oc3ccc(S(=O)(=O)N4CCC5(CC4)OCCO5)cc3c2C)cc1	·	-11	6	11	·	·	·	-9
C[C@H](CO)N1C[C@H](C)[C@H](CN(C)C)OCCCC[C@H](C)Oc2ccc(NC(=O)c3ccccc3)cc2C1=O	-1.0	32	·	-6	·	-0.1	·	·
O=C(C[C@H]1CC[C@H]2[C@@H](COC[C@H](O)CN2S(=O)(=O)c2ccccc2)O1)NCc1ccc2c(c1)OCO2	0.0	-8	7	2	16	-1.0	1	-10
COc1ccccc1-c1ccc([C@@H]2[C@@H](C#N)N(C(=O)C3CC3)[C@H]2CO)cc1	0.0	15	-5	-3	-19	0.9	0	-5
Cc1ccc(NS(=O)(=O)c2ccc3c(c2)CC(=O)N3)cc1C	0.1	·	2	6	-5	-3.1	3	5
COc1cc(OC)cc(C(=O)N[C@H](C(=O)OCC(=O)Nc2ccc(F)c(F)c2F)C(C)C)c1	0.0	-39	8	-8	-27	-3.1	-3	10
C[C@H]1CN([C@@H](C)CO)C(=O)c2cc(NC(=O)Nc3ccc(C(F)(F)F)cc3)ccc2O[C@@H]1CN(C)Cc1ccc(-c2ccccc2)cc1	-1.0	14	-4	-1	-9	1.4	1	2
O=C(O)c1ccc(CSc2nnc(-c3ccccc3Br)o2)cc1	0.0	34	-48	-13	-21	2.5	-12	-2
C[C@@H]1ON(C)[C@H]2C[C@H]3c4[nH]c5c(-c6ccccc6)cccc5c4CCN3C[C@@H]12	-0.1	6	·	·	40	-6.5	0	·
C[C@@H]1CCCCO[C@H](CN(C)CC2CCCCC2)[C@H](C)CN([C@@H](C)CO)C(=O)c2cc(NS(=O)(=O)c3ccccc3)ccc2O1	0.0	1	5	-4	22	1.5	-1	9
O=S(=O)(NC1CCCCC1N1CCCCC1)c1ccc(Cl)cc1 (centres undefined)	0.1	1	-17	-4	-23	1.8	3	4
C=CCC1(CC=C)CCCN1C(=O)CC1C(=O)NCCN1Cc1cccc(OC)c1 (centres undefined)	0.0	-18	-4	1	-8	0.4	-1	5
CC(=O)N(C)C[C@@H]1Oc2cc(C#CCC(C)C)ccc2S(=O)(=O)N([C@H](C)CO)C[C@H]1C	-0.6	12	5	10	14	2.3	0	-8
CC=Cc1ccc2n(c1=O)C[C@@H]1[C@@H](CO)[C@H](C(=O)N(C)C)[C@H]2N1C(=O)c1ccccc1 (mixture of isomers)	0.5	-4	-8	-1	-8	-1.0	1	1
CC1(C)CC(=O)c2cnn(-c3nc4ccccc4[nH]3)c2C1	·	-9	14	12	·	·	·	-2
CCCC(=O)Nc1ccc2c(c1)C(=O)N(C)[C@H]1CC[C@@H](CC(=O)Nc3cn(C)nc3C)O[C@@H]1CO2	0.4	0	8	-5	-11	-1.2	2	-10
O=C1CCCN1CCCNC(=S)Nc1ccccc1	-0.2	12	·	-10	-12	-2.6	-3	-4
Cc1ccc(-c2nc3ccccc3nc2-c2ccccc2)cc1	-0.1	4	-9	-5	-4	1.9	-5	-3
CN(CC(=O)NCCC1=CCCCC1)S(=O)(=O)c1ccc2c(c1)CCC(=O)N2	0.1	3	-3	8	-10	-0.1	2	1
O=C(CNC(=O)c1ccc(F)cc1)N/N=C/c1ccc(O)c([N+](=O)[O-])c1	-0.1	-11	·	·	-3	·	1	·
COc1ccc(CN2CC[C@H]3C=CCc4cccc(c43)C2)cc1	-0.2	·	7	-7	-18	4.7	-3	-7
Cc1cccc(NC(=O)CNC(=O)COc2cc(F)ccc2[N+](=O)[O-])c1C	0.0	7	-9	2	-4	·	10	·
COCCCN1C(=O)C(CC(=O)NCCN2CCOCC2)CC(C(=O)N2CCCCCC2)=C1C (centres undefined)	-0.2	23	·	·	-20	-2.8	1	·
COc1ccccc1NC(=O)N1C[C@@H]2[C@H](c3ccccc31)[C@H](CO)N2CC1CCCC1	0.2	2	6	-8	-13	0.8	0	-4
O=C(Nc1ccccc1OC(F)F)c1cc2c(s1)CCC2	0.0	16	·	44*	-7	0.1	1	7
COc1cccc(NC(=O)N(C)C[C@@H]2Oc3cc(-c4cccc(C(=O)N(C)C)c4)ccc3S(=O)(=O)N([C@@H](C)CO)C[C@@H]2C)c1	0.0	2	-4	5	8	0.0	14	2
O=C(Cn1cnc2ccccc21)N1CCc2ccccc21	0.5	17	·	3	-7	·	2	-2
O=C(c1cc(-c2ccc(O)cc2)on1)N1CCCC1	0.3	-5	-5	-23	-11	-0.1	-3	3
C[C@@H]1CN([C@@H](C)CO)C(=O)c2cccc(NS(=O)(=O)c3ccccc3)c2O[C@H]1CN(C)Cc1ccc(-c2ccccc2)cc1	-0.4	0	-5	5	-10	-1.3	-3	7
CC1CN(C(=S)NC(=O)c2ccco2)CC(C)O1 (centres undefined)	0.0	·	-3	·	-4	0.5	-1	·
Oc1c(Cl)cc(Cl)cc1/C=N/Nc1ncc(Br)cn1	0.0	-3	3	-6	-2	2.7	2	5
COC(=O)c1ccccc1NC(=O)Cc1nc(-c2ccccc2)sc1-c1ccc(C)cc1	0.0	·	-6	·	-63	·	-4	·
CC(C)(CNC(=O)c1cc(Cl)c(O)c(Cl)c1)N1CCCCC1	-0.1	4	12	7	-12	0.9	-2	6
Cc1cccc(N2CCN(C(=O)n3ccnc3)CC2)c1C	·	1	5	-5	·	·	·	-12
C[C@@H]1CN(S(=O)C(C)(C)C)[C@@H](CCO)/C1=C\c1ccccc1 (some centres undefined)	0.0	11	2	4	-1	-1.1	1	-6
COc1ccc(C(=O)NC2=Nc3ccccc3N=C(C)C2c2ccccc2)cc1 (centres undefined)	0.0	-22	-5	22	-23	-1.6	4	2
C[C@@H]1CN([C@H](C)CO)S(=O)(=O)c2ccc(-c3ccccc3)cc2O[C@H]1CN(C)S(=O)(=O)c1ccccc1F	0.1	-7	11	5	4	4.1	-2	-3
CCN(CC)CCCN1C(=O)C(O)=C(C(=O)c2ccc(C)o2)C1c1ccc(C)o1 (centres undefined)	0.0	7	0	·	·	·	·	-10

Next section
SMILES	Xi reactivation	GSIS activator	ARNT-TACC3 inh	esBAF inh	RAD52 anneal inh	CFTR F508del cor	ERAP1 HTS inh	RAD54 inh
O=C(c1cc(COc2ccc(F)cc2Cl)on1)N1CCc2sccc2C1	0.4	3	-7	8	-1	0.2	-4	0
O=C(Nc1ccccc1F)N[C@@H]1CC[C@H](CCNC(=O)C2CC2)O[C@H]1CO	0.2	5	-2	-4	6	-1.4	0	-8
O=C(CCc1ccc(O)c(O)c1)N/N=C/c1cc2c(cc1[N+](=O)[O-])OCO2	0.0	0	-9	-1	-7	0.0	-2	9
C=C(C)CSc1nc(N)c(C#N)c(-c2ccc(C)cc2)c1C#N	·	4	2	4	-22	-2.6	3	5
COc1ccc2[nH]c3c(c2c1)CCN1C(=O)C(CC(=O)NCc2ccco2)C[C@H](C(=O)N(C(C)C)C(C)C)[C@@]31C (some centres undefined)	0.7	-16	-1	3	-4	2.1	4	1
Cc1ccc(N2C(=O)CC(N3CCSCC3)C2=O)c(C)c1 (centres undefined)	0.1	4	1	·	-10	-0.3	-10	·
C[C@H](CO)N1C[C@H](C)[C@H](CN(C)Cc2ccccc2)Oc2ccc(N(C)C)cc2CC1=O	-0.9	2	-7	0	-3	0.7	1	12
CCC/C(=N\NC(=O)c1cccc(C)c1)c1ccccc1	0.2	5	2	?	5	·	1	3
COC(=O)c1cc(N2C(=O)C3C4C=CC(CC4)C3C2=O)ccc1Cl (centres undefined)	0.1	15	14	-2	-13	-0.2	0	-7
COc1ccc(NC(=O)Nc2ccc3c(c2)C(=O)N([C@@H](C)CO)C[C@@H](C)[C@@H](CN(C)C(=O)Nc2c(C)noc2C)O3)cc1	-0.1	9	-2	0	-10	0.7	0	-14
COc1cc(C)nc(SCC(N)=O)n1	·	8	0	-9	-8	·	2	-7
O=C(NCC(c1ccco1)N1CCCC1)c1cc(S(=O)(=O)N2CCOCC2)ccc1Cl (centres undefined)	0.1	6	-1	2	2	5.6	-2	7
CCC(=O)N1CC(=O)N2[C@@H](CO)[C@H](c3ccc(C#CCc4ccccc4)cc3)[C@@H]2C1	0.1	-15	·	·	10	0.8	0	·
N#Cc1ccc(-c2csc(NC(=O)c3ccc(N4C(=O)CCC4=O)cc3)n2)cc1	-0.2	21	-9	7	-28	-0.3	·	-16
O=C(NCCCn1ccnc1)C(=O)c1cn(CC(=O)N2CCCCCC2)c2ccccc12	0.0	-3	5	·	-49	·	5	·
O=C1CSc2ccc(C(=O)NCCc3ccc(Cl)cc3Cl)cc2N1	0.0	15	-2	-2	4	-0.2	0	-6
COc1ccc(-c2cn(CC[C@@H]3CC[C@H](NC(=O)CCN4CCCCC4)[C@@H](CO)O3)nn2)cc1	-0.2	13	-5	0	2	1.7	1	2
